miR-122 sensor – miR-122 Renilla sensor signal increase in Huh7, primary screen, miR-122 inhibitor project, cell-based, single point, plate reader; Huh7 miR-122 Renilla luciferase sensor, 48 h; neutral wells = 0, positive control = 100; activation (reporter increase), % at 12.5 µM; 0.3% of 340,000 active;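 active = mean replicate activation score at least 90 and every replicate individually at or above 90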;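 also: higher luciferase means less miR-122 activity so hits act as miR-122 inhibitors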
* marks the source's active call; other numbers are inactive results.

Sample of the layout (7 entries):
no.	miR-122 sensor	compound
1	-2	Cc1nc(CS(=O)c2ccccc2)cc(N2CCOCC2)n1 (configuration not stated)
2	0	Cc1ccc(Cl)cc1NC(=O)COC(=O)C1CCCCC1
3	31	COc1cc(C(Nc2ccc3c(c2)OCO3)C(=O)NC2CCCCC2)cc(OC)c1OC (configuration not stated)
4	2	O=c1c2ccccc2nc2n1C(CSc1ccc(Cl)cc1)CN2 (configuration not stated)
5	-4	O=C(COC(=O)c1ccccc1C(=O)N1CCN(c2ccc(F)cc2)CC1)NCc1ccccc1
6	-4	CCOc1ccc(NC(=O)c2ccccc2NC(=O)CN2CCN(C(C)=O)CC2)cc1
7	0	COc1cc(OC)nc(S(C)(=O)=O)n1

All compounds of this part (from the top)
no.	miR-122 sensor	compound
1	-2	Cc1nc(CS(=O)c2ccccc2)cc(N2CCOCC2)n1 (configuration not stated)
2	0	Cc1ccc(Cl)cc1NC(=O)COC(=O)C1CCCCC1
3	31	COc1cc(C(Nc2ccc3c(c2)OCO3)C(=O)NC2CCCCC2)cc(OC)c1OC (configuration not stated)
4	2	O=c1c2ccccc2nc2n1C(CSc1ccc(Cl)cc1)CN2 (configuration not stated)
5	-4	O=C(COC(=O)c1ccccc1C(=O)N1CCN(c2ccc(F)cc2)CC1)NCc1ccccc1
6	-4	CCOc1ccc(NC(=O)c2ccccc2NC(=O)CN2CCN(C(C)=O)CC2)cc1
7	0	COc1cc(OC)nc(S(C)(=O)=O)n1
8	-4	CC(Oc1ccc(Cl)cc1Cl)C(=O)/C=C/N(C)C (configuration not stated)
9	8	O=S(=O)(Nc1ccc(Cc2ccncc2)cc1)c1ccc(Br)cc1
10	-2	COc1ccc(NC(=O)CSc2nc(C)cs2)cc1OC
11	-8	Cc1ccc(-c2nnc(N3CCN(C(=O)Cn4c(=O)n(C)c5ccccc54)CC3)c3ccccc23)cc1
12	-1	CCn1nc(C)c(/C=N/NC(=O)Cc2ccc(Cl)cc2)c1C

Pulled by structure from the list above, five records:
no.	miR-122 sensor	compound
3	31	COc1cc(C(Nc2ccc3c(c2)OCO3)C(=O)NC2CCCCC2)cc(OC)c1OC (configuration not stated)
1	-2	Cc1nc(CS(=O)c2ccccc2)cc(N2CCOCC2)n1 (configuration not stated)
12	-1	CCn1nc(C)c(/C=N/NC(=O)Cc2ccc(Cl)cc2)c1C
5	-4	O=C(COC(=O)c1ccccc1C(=O)N1CCN(c2ccc(F)cc2)CC1)NCc1ccccc1
9	8	O=S(=O)(Nc1ccc(Cc2ccncc2)cc1)c1ccc(Br)cc1

(next part)
no.	miR-122 sensor	compound
13	1	COc1cc(-c2nc3ccccn3c2/N=C/c2cc(OC)c(OC)c(OC)c2)ccc1O
14	1	CCN(CCCNC(=O)CCCN1C(=O)COc2ccc(C)cc21)c1cccc(C)c1
15	5	CCOc1nc(S(=O)(=O)c2ccc(C)cc2)c(Cl)s1
16	1	COc1ccc(NC(=S)NC23CN4CN(CN(C4)C2)C3)cc1
17	5	CCC1Oc2ccc(C)cc2N(CC(=O)NCc2ccccc2OC)C1=O (configuration not stated)
18	-5	O=C1CC(c2ccccc2)CN1C(=O)c1ccccc1 (configuration not stated)
19	0	CCC(=O)c1ccc(N2CCCCCC2)c(F)c1
20	7	CCCN(CCC)C(=O)Cc1coc2ccc3ccccc3c12
21	-1	Oc1c(/C=N/Nc2cccc3cccnc23)ccc2ccccc12
22	-2	COc1ccc(CNc2nc(-c3cccnc3)nn2C(=O)c2cccs2)cc1
23	11	Clc1ccc(OCc2nnc(SCCN3CCCCC3)n2Cc2ccco2)cc1
24	4	CC(C)(C)c1ccc(OCC(=O)N2CCN(c3ncccn3)CC2)cc1

Six of the compounds above, with tabs:
no.	structure	miR-122 sensor
16	COc1ccc(NC(=S)NC23CN4CN(CN(C4)C2)C3)cc1	1
17	CCC1Oc2ccc(C)cc2N(CC(=O)NCc2ccccc2OC)C1=O (configuration not stated)	5
18	O=C1CC(c2ccccc2)CN1C(=O)c1ccccc1 (configuration not stated)	-5
19	CCC(=O)c1ccc(N2CCCCCC2)c(F)c1	0
20	CCCN(CCC)C(=O)Cc1coc2ccc3ccccc3c12	7
21	Oc1c(/C=N/Nc2cccc3cccnc23)ccc2ccccc12	-1

More structures:
no.	miR-122 sensor	compound
25	-1	CCn1c2ccccc2c2cc(NC(=O)CSc3nnc(-c4ccc(OC)c(OC)c4)n3N)ccc21
26	-10	CC(C)C1=Nc2cccc3cccc(c23)N1
27	2	CCOC(=O)c1c(C)nc2c(c1-c1ccccc1)C(=O)CCC2
28	-5	COc1ccc2c(c1)C(C1C(=O)CCCC1=O)c1ccccc1O2 (configuration not stated)
29	-7	COc1cnn(-c2cc(Oc3ccc(C)cc3)ncn2)c(=O)c1Cl
30	-14	Cc1ccc(Oc2ccc(N)cc2)cc1
31	0	CCn1c(COc2ccccc2)nnc1SCC(=O)Nc1cc(C)ccc1OC
32	-5	Cc1ccccc1-n1nnc2c(=O)oc3ccccc3c21
33	42	S=C(NCCc1ccccc1)NC1CCCCCC1
34	-6	CCOC(=O)C1CCN(C(=O)C2c3ccccc3C(=O)N(C)C2c2ccc(OC)cc2)CC1 (configuration not stated)
35	-2	O=c1c(Cc2ccccc2)c(O)nc2n1CCCS2
36	12	Cc1ccccc1C(=O)c1cccn1CC(=O)N1CCCCCC1
37	6	Cc1ccc(-c2nn(-c3ccccc3)cc2NC(=O)c2ccccc2)cc1
38	-3	Clc1ccc(C=NC23CN4CN(CN(C4)C2)C3)cc1
39	-8	CC(=O)Nc1cccc(NC(C)=O)n1
40	-10	CCOC(=O)C1CCCN(C(=O)c2cc(=O)c3ccccc3o2)C1 (configuration not stated)
41	-3	Cc1cc(C(=O)N2CCN(C/C=C/c3ccccc3)CC2)no1
42	2	O=C(CN1CCC(n2nnc3ccccc32)CC1)Nc1ccc2c(c1)CCC2
43	0	CCCOC(=O)c1ccc2c(c1)C(=O)N(c1ccccc1)C2=O
44	3	COC(=O)c1ccc(/C=N\n2c(C)nnc2C)cc1
45	5	COC(=O)C1=C(C)N(CC2CC2)C(=NCCN2CCOCC2)N[C@H]1c1ccccc1
46	-5	O=Cc1ccc(OC(=O)C2CC(=O)N(c3ccc(F)cc3)C2)cc1 (configuration not stated)
47	0	CCOC(=O)NC(c1cccc(Cl)c1)C1CCCCCC1=O (configuration not stated)
48	8	CCN(CC)S(=O)(=O)c1ccc2oc(Nc3ccc4c(c3)OCCO4)nc2c1
49	15	COc1ccc(C(=O)OC2CCN(c3ncc(C(F)(F)F)cc3Cl)CC2)cc1
50	-6	CCC(Nc1ccc(OC)cc1)C(=O)N/N=C/c1ccc([N+](=O)[O-])cc1 (configuration not stated)
51	-3	CS(=O)(=O)c1ccccc1-c1nc(-c2cc(C(F)(F)F)cc(C(F)(F)F)c2)no1
52	18	COc1cc(CN2CCC(C(=O)N3CCN(c4ccccc4F)CC3)CC2)cc(OC)c1O
53	-1	CN(C)S(=O)(=O)c1ccc(NC(=O)N2CCN(c3ccccc3)CC2)cc1
54	-2	CCOC(=O)c1c(C)n(C)c2ccc(OC(C)=O)cc12
55	-1	Cc1cc(-c2cc(-c3ccc(Cl)cc3)nc(N)c2C#N)co1
56	6	c1ccc(Sc2ncnc3c2oc2ccccc23)nc1
57	-6	CCN(Cc1ccccc1)C(c1cc2cc(C)ccc2[nH]c1=O)c1nnnn1CCOC (configuration not stated)
58	-5	COC(=O)[C@@H](NC(=O)NCc1ccco1)C(C)C
59	0	CC(C(=O)NC1CCCC1)N(C(=O)c1snc(C(N)=O)c1N)c1ccc2c(c1)OCCO2 (configuration not stated)
60	4	O=S(=O)(c1cccc2cccnc12)N1CCOCC1
61	0	COc1cc(OC)cc(C(=O)N2CCN(C(=O)c3cccc(F)c3)CC2)c1
62	-3	Cc1ccc(C)c(NC2=NS(=O)(=O)c3ccccc32)c1
63	-5	COC(=O)C1=C(NC(=O)c2ccc(C)c(C)c2)CCS1
64	0	CC(C)C(CCN1C(=O)c2ccccc2C1=O)c1ccco1 (configuration not stated)
65	-7	COc1ccc(-c2nn(CCC(=O)O)cc2CCC(=O)O)cc1
66	7	O=C(NN1C(=O)c2ccccc2C1=O)C1CCCCC1
67	2	C=CCNC(=O)C(C)N1C(=O)c2ccccc2C1=O (configuration not stated)
68	5	O=c1c2ccccc2nc(SCc2ccccc2)n1Cc1ccco1
69	-10	O=C(CSc1nc2ccccc2n1S(=O)(=O)c1cccc([N+](=O)[O-])c1)NCc1cccs1
70	-1	O=C(c1ccco1)N1CCN(C(=O)c2cc3c(=O)oc4ccccc4c3s2)CC1
71	-2	C#CCOCCOCCOCCNc1nc(N2CCN(C(=O)CCCCCCCCCCNC(=O)Cn3cc(CCCCCN)nn3)CC2)nc(N2CCN(C(=O)CCCCCCCCCCNC(=O)[C@@H]([C@H](C)O)n3cc(C)nn3)CC2)n1
72	-1	CS(=O)(=O)N1CCC(C(=O)Nc2cc(C(F)(F)F)ccc2Cl)CC1
73	-1	CCOc1cccc2cc(C(=O)N3CCc4ccccc4C3)c(=O)oc12
74	2	O=C(O)CCN1CCOCC1
75	0	O=C1CC(Nc2ccccc2)C(=O)N1c1ccc(N2CCOCC2)cc1 (configuration not stated)
76	-6	O=C(CN(c1ccc(Cl)c(C(F)(F)F)c1)S(=O)(=O)c1ccccc1)N/N=C/c1cccc2c1OCCO2
77	-6	O=C(Cc1ccc(F)cc1)Nc1c2c(nn1-c1cccc(Cl)c1)CS(=O)C2 (configuration not stated)
78	-8	COc1ccc(CCNC(=O)C2CCN(S(=O)(=O)c3cccc4nonc34)CC2)cc1OC
79	6	COc1ccc(OC)c(-n2nnnc2SCC(=O)Nc2cc(C)ccc2OC)c1
80	-3	CC1Cc2cc(C(=O)O)ccc2O1 (configuration not stated)
81	-7	COc1cc2ccccc2c2c1CCCC2=O
82	-6	O=C1OCCC1Sc1nc2cc(Cl)ccc2n1Cc1ccccc1 (configuration not stated)
83	-7	CCn1c(C)c(CCC(=O)O)c(=O)n2nc(-c3ccccc3OC)cc12
84	-3	COc1ccc(N2CCN(C(=O)CN=C3NS(=O)(=O)C(c4ccc(C)cc4)=C3C)CC2)cc1

New compounds follow:
no.	miR-122 sensor	compound
85	-6	O=C(c1nsc(Cl)c1Cl)N1CCCCC1
86	5	CCOc1cc(CN2CCN(c3cccc(C(F)(F)F)c3)CC2)ccc1O
87	71	COC(=O)c1ccccc1NC(=S)N(Cc1ccc2c(c1)OCO2)Cc1cc2ccc(C)cc2[nH]c1=O
88	-2	COCCn1c(SCCCC(=O)c2ccc(Br)cc2)nnc1-c1ccncc1
89	-1	c1ccc(OCc2nn3c(-c4ccco4)nnc3s2)cc1
90	0	Cc1ccc(NC(=S)NCCc2ccc(F)cc2)c(C)c1
91	0	O=C(Nc1cccc2c1CCCC2)c1ccc(Br)o1
92	-13	CC(=O)C1=C(O)C(=O)N(c2cccnc2)C1c1ccc(Cl)cc1 (configuration not stated)
93	-5	O=C(O)c1ccc(-n2nnnc2Oc2ccccc2C(=O)N2CCOCC2)cc1
94	11	CNC(=O)CCSc1ccc(C)cc1
95	-3	CCOC(=O)C1=C(C)OC(N)=C(C#N)C1c1ccc(C)o1 (configuration not stated)
96	3	COCC(C)NC(=O)C1CC(=O)N(c2ccc(C)cc2)C1 (configuration not stated)
97	2	Cc1ccc2[nH]c3c(NCCCN4CCCC4=O)ncnc3c2c1
98	1	CCOC(=O)c1ccc(NC(=O)CCNC(=O)c2ccc([N+](=O)[O-])cc2)cc1
99	1	Cc1ccc2c(c1)-c1c(ssc1=S)C(C)(C)N2C(=O)c1ccco1
100	6	COc1ccc(NC(=O)C2CCC(N3C(=O)C4C5C=CC(C5)C4C3=O)CC2)cc1 (configuration not stated)
101	-4	CCOc1cc(C(=O)Nc2nnc(CC)s2)ccc1OCC(=O)N1CCOCC1
102	-12	COc1ccccc1-c1cc(C(F)(F)F)nc(S(=O)(=O)CCCC(=O)O)n1
103	-1	CCOC(=O)C1CCCN(C(=O)CNC(=O)Cn2ccc3ccccc3c2=O)C1 (configuration not stated)
104	-3	Cc1cnc(NC(=O)CSc2ccc(Cl)cc2)s1
105	-5	O=S(=O)(c1cccc(S(=O)(=O)N2CCOCC2)c1)N1CCCCC1
106	7	NC(=O)c1cccn1Cc1ccccc1Cl
107	-4	CN1C(=O)SC(Nc2ccc(F)cc2)C1=O (configuration not stated)
108	0	N#Cc1cc(-c2ccc(Cl)cc2)cnc1Sc1ccccc1
109	-6	CC(C)CC(C(=O)Nc1oc(-c2ccccc2)c(-c2ccccc2)c1C#N)N1C(=O)c2ccccc2C1=O (configuration not stated)
110	6	CCn1c(SCC(=O)Nc2cc(NC(C)=O)ccc2OC)nnc1-c1cccnc1
111	26	N#CCCN(Cc1cccnc1)S(=O)(=O)c1ccc(S(=O)(=O)NC2CCCCC2)cc1
112	-4	Cc1ccc(N(CC(=O)Nc2ccc3c(c2)OCCO3)S(=O)(=O)c2c(C)noc2C)cc1
113	0	Cc1ccc2nc3sc(C(=O)Nc4c(C)[nH]c(=O)[nH]c4=O)c(N)c3cc2c1
114	3	CCOC(=O)Cc1csc(NC(=O)CSc2nc3cccnc3n2CC)n1
115	-2	CCn1c(COc2ccc(C)cc2)nnc1SCc1nc2ccccc2[nH]1
116	-6	COc1ccc(C(=O)NCc2nnc(SCC(=O)N3CCC(C)CC3)o2)cc1OC
117	0	CCOC(=O)N1CCN(C(=O)c2ccc(OCC)c(OCC)c2)CC1
118	-2	CCOC(=O)c1c(NC(=O)Cn2nnc(-c3ccccc3Cl)n2)sc(C)c1C
119	-7	COc1ccc(/C=N/NC(=O)C(Cc2c[nH]c3ccccc23)NC(=O)OCC(C)C)cc1[N+](=O)[O-] (configuration not stated)
120	7	O=C(NCC1COc2ccccc2O1)Nc1ccccc1F (configuration not stated)
121	2	COC(=O)c1scc(C)c1N/N=C(\C)c1cc(F)c(Cl)cc1F
122	-23	C=CCC(C(=O)OC)(C(=O)OC)c1ccc([N+](=O)[O-])cn1
123	-4	COc1ccccc1NC(=O)CN1C(=O)NC(C)(C)C1=O
124	115*	O=C(/C=C/c1ccc2c(c1)OCO2)NCCSCc1cccc(Cl)c1
125	1	O=C(CCN1CCCCC1)Nc1cccc(Cl)c1
126	2	CC(=O)N1CCN(Cc2nc3cc(NC(=O)c4ccccc4)ccc3n2C)CC1
127	-3	COc1cc(N(C)C)c(NC(C)=O)cc1C(=O)O
128	1	O=c1c(N2CCOCC2)nsn1Cc1ccccc1

Some values from the list:
Under miR-122 sensor, compound 50 has -6
Under miR-122 sensor, compound 63 has -5
Under miR-122 sensor, compound 1 has -2

Screens (PubChem BioAssay)

Only part of the results is shown, so the mix of outcomes need not match the whole.
